Compound activity as filed in PubChem.
Autofluor 339 – intrinsic fluorescence of library compounds, ex339/em460 – biochemical, MLSMR library, data from DPM-DC assay, artefact control, profiling panel | compound autofluorescence, ex339/em460 nm, NADH buffer; hits give high values; 1 = no-compound wells, NADH background | fluorescence fold increase at 10 µM | 5.5% of 65,000 active | AID 709;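 active = at 10 µM, mean starting fluorescence two-fold or more over control wells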;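 also: signal is the first read of a kinetic run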
M1 antag – M1 muscarinic receptor (rat) antagonism | P08482 | AID 628 | B-score at 10 µM | 3.4% of 64,000 active | CHO-M1 cells, Fluo-4 calcium, ACh EC80 antagonist mode; hits give low values;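 active = calcium fluorescence response, raw or row-and-column corrected B-score, differing from the plate sample mean either way at a set confidence level, mostly lower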
E coli RNAP – blocks E. coli RNA polymerase transcription. P0A8V2. fluorescence transcription assay. inhibition, %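 (tested at 10 µM)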. 0.2% of 62,000 active. AID 559; in the data active = inhibition above about 20%;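 also: 0% = enzyme without compound and 100% = no enzyme blank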
Target sequence (P0A8V2 whole entry, looked up): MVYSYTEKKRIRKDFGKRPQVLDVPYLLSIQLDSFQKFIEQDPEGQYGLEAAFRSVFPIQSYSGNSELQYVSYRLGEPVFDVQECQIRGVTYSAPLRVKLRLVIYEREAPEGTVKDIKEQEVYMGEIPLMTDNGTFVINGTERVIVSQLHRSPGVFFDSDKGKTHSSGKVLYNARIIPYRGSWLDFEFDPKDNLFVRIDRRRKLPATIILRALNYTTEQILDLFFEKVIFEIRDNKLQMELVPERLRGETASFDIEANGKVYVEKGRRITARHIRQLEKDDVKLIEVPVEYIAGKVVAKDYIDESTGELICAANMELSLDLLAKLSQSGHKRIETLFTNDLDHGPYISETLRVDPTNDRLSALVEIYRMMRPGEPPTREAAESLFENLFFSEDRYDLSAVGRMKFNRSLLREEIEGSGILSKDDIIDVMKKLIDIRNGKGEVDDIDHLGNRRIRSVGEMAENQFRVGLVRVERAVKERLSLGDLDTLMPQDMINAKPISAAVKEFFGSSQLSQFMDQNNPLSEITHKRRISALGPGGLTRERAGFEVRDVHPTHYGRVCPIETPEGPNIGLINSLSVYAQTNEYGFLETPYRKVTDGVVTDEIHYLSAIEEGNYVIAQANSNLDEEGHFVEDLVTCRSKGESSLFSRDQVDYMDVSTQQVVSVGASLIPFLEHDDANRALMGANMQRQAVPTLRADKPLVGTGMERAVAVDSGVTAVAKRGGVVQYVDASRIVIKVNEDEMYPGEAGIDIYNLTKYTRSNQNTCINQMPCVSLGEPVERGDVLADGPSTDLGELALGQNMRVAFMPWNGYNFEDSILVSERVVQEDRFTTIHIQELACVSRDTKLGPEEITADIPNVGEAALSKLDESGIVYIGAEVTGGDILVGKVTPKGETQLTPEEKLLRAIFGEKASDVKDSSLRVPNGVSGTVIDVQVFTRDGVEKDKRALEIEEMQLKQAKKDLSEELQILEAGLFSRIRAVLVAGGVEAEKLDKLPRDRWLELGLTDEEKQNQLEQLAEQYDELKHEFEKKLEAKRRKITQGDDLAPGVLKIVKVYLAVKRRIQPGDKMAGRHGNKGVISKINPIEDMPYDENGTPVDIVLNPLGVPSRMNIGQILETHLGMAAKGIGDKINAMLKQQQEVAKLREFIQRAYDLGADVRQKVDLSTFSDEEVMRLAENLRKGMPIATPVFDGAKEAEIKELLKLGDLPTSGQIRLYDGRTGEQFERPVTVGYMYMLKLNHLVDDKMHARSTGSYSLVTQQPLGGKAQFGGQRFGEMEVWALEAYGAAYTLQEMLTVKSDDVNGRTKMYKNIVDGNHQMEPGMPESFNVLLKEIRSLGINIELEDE
M1 ag – activates the M1 muscarinic receptor. CHO-M1 cells, Fluo-4 calcium fluorescence, agonist mode; hits give high values. B-score at 10 µM. 3% of 64,000 active;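 active = fluorescence rise, raw or as B-score row- and column-corrected plate score, outside the 99.7% band of its plate's samples, either direction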
NADH enzymes – inhibitors of enzymes used to reach an NAD/NADH endpoint; IC50, µM (titrated, usually from 10 µM), for the others: top-dose inhibition; 0.02% of 65,000 active; coupled PK/LDH NADH assays, four targets;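 active = single-dose screening hits from any of four coupled enzyme assays that gave an IC50 when retested across doses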;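 also: the DPM-DC format reads NADH fluorescence rather than 340 nm absorbance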
Ecoli tolC – growth inhibitors of E. coli BW25113 tolC mutant | OD615 | 2.2% of 65,000 active | growth inhibition, % at 10 µM (by protocol) | AID 573;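 active = growth inhibition at or above a cutoff equal to the mean over every tested compound plus 3 SD, cut at about 60% in these data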;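 also: growth measured after 20 h incubation at 37 °C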
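Test system: tolC-deleted E. coli BW25113 | Medium: LB with kanamycin 50 µg/mL | Compound dosing: Single concentration, 10 µM final per compound | Schedule: 37 °C, 20 h exposure | Measured by: OD at 615 nm | Evaluation: Percent growth inhibition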
TNAP act mid DEA – activators of human TNAP at intermediate phosphate acceptor; P05186; purified TNAP, CDP-star luminescence, 100 mM DEA, 30 min; hits give high values; scale: 0 levamisole-inhibited, 1 vehicle-only enzyme; activation factor at 20 µM; 64,000 tested, under 10 active;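 active = activation factor of at least 2 at 20 µM, relative to controls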
SF-1 act – SF-1 (human) activation. Q13285. CHO-K1 Gal4-SF-1 LBD luciferase reporter; % increase over DMSO SF-1-specific signal. activation, % at 10 µM. 1.9% of 65,000 active. AID 522;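 active = activation above the mean activation of all tested compounds plus 3 SD, cut at about 50% in these data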
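Assay system: CHO-K1 cells co-transfected with Gal4 DBD–human SF-1 LBD, 5xGal4 luciferase reporter / Input: 4,000 cells per well / Incubation: 20 h compound exposure at 37 °C after 1 h cell settling / Detection: SteadyLite luciferase luminescence / Control set: DMSO negative control and −SF1 background wells / Replication: one test per compound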
RORA act – activates the human nuclear receptor RORA | CHO-K1 Gal4-RORA LBD luciferase reporter, luminescence; percent increase over mock-subtracted basal signal | activation, % at 10 µM | 1.5% of 65,000 active | AID 560;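 active = activation above the mean of all tested compounds plus 3 SD, cut at about 49% in these data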;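 also: 0% = DMSO-treated RORA cells and 100% = added signal equal to DMSO minus mock-transfected cells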
* marks the source's active call; other numbers are inactive results; / = not tested or not shown. Compounds were not picked by outcome (roughly 15% active in at least one column).

| canonical_smiles | Autofluor 339 | M1 antag | E coli RNAP | M1 ag | NADH enzymes | Ecoli tolC | TNAP act mid DEA | SF-1 act | RORA act |
| --- | --- | --- | --- | --- | --- | --- | --- | --- | --- |
| CCn1c(CN2CCCCCC2=O)nnc1SCc1cnc(-c2ccccc2)s1 | 1.1 | -1.1 | 5 | 0.7 | 1% | 4 | 0.9 | -15 | 11 |
| COC(=O)CN(c1nc(C)cc(OC)n1)S(=O)(=O)c1ccccc1 | 1.1 | -1.7 | -11 | 0.73 | 3% | 3 | 1 | 2 | 8 |
| CCn1c(SCC(=O)Nc2ccccc2C(=O)OC)nnc1-c1ccc(N)cc1 | 1.1 | -0.032 | 14 | -0.023 | 4% | 5 | 0.9 | -3 | -5 |
| CN1CCN(c2ccccc2NS(=O)(=O)c2ccc3c(c2)CCN3C(=O)C2CCC2)CC1 | 1.1 | -0.97 | 5 | -1.5 | 3% | 5 | 1 | 7 | 3 |
| CCOC(=O)C1=C(c2ccccc2)NC(SC)=C(C#N)C1c1ccco1 (stereo not drawn) | 1.1 | -0.21 | 3 | 3.9 | 1% | 43 | 0.9 | -3 | 11 |
| O=C(Nn1cnnc1)c1cc2c(s1)CCCC2 | 1 | -0.089 | 8 | -0.68 | 11% | 4 | 0.8 | 10 | -6 |
| C=CC(O)Cc1c(C)n[nH]c1C (stereo not drawn) | 1.2 | 0.94 | 9 | 0.26 | 4% | 10 | 0.9 | 16 | -10 |
| CCOC(=O)Cc1nnc(NC(=O)c2ccccc2OC)s1 | 1.1 | 0.24 | 9 | -0.98 | 6% | -3 | 0.9 | -13 | -4 |
| O=C(c1cccc(F)c1)N1CCN(c2cccc(C(F)(F)F)c2)CC1 | 1.1 | -0.8 | 3 | -0.79 | 2% | 27 | 0.9 | -6 | 9 |
| COc1ccc(-n2c(CSc3nc(C)cc(C)n3)nnc2SCC(=O)Nc2nccs2)cc1 | 1.1 | -0.32 | -2 | 0.15 | 7% | -3 | 1 | -4 | 4 |
| CSc1nc(-c2ccco2)nn1C(=O)c1ccco1 | 1.2 | -1.4 | 6 | -0.27 | 12% | -7 | 0.9 | 0 | 15 |
| COc1cccc(OCC(=O)Nc2ccccc2NC(C)=O)c1 | 1 | 0.94 | 6 | -0.3 | 7% | -23 | 1 | 2 | 18 |
| CCOC(=O)N1CCN(c2c(NCCCN(CC)c3cccc(C)c3)c(=O)c2=O)CC1 | 1.1 | -0.13 | 3 | 0.0065 | 7% | 13 | 1 | 0 | 22 |
| Cc1noc(C)c1C(=O)Nc1ccc2c(c1)CCC2 | 1.1 | 0.21 | 8 | 0.5 | 5% | -13 | 0.9 | 19 | 7 |
| O=C(O)CCc1ccc(-c2cccs2)n1NC(=O)c1ccccc1Br | 1.1 | 0.3 | 3 | -0.26 | 2% | 19 | 0.9 | 0 | -10 |
| O=C(C1CCCN(S(=O)(=O)c2cnc[nH]2)C1)N1CC(=O)N(CCc2ccccc2)C(=O)C1 (stereo not drawn) | 1 | -0.12 | -8 | -0.99 | 1% | -13 | 0.8 | -13 | -6 |
| COc1ccc(S(=O)(=O)N2CCN(Cc3c[nH]c4ccccc34)CC2)cc1 | 1.1 | -0.88 | 14 | -0.31 | 7% | 18 | 0.8 | -6 | -16 |
| O=C1NC(=S)SC1=C1CCCCCC1 | 0.93 | -0.99 | 5 | -1.4 | 15% | 21 | 0.8 | 4 | -10 |
| COc1ccc(/C=C/C(O)=C2/C(=O)N(C)C3(C)CC2c2ccccc2O3)cc1 (stereo not drawn) | 1.9 | -0.025 | 0 | 2.5 | 3% | 17 | 0.9 | -25 | -10 |
| COc1ccc(CC(=O)NC(CC(=O)O)c2ccc(OC)cc2)cc1 (stereo not drawn) | 1.1 | 0.24 | 3 | 0.043 | 3% | -21 | 1 | -14 | -7 |
| CCC(C)(C)n1nnnc1C(c1cccnc1)N1CCCc2ccccc21 (stereo not drawn) | 1.1 | 0.0019 | 10 | -0.45 | 9% | 11 | 0.9 | -8 | 16 |
| CC(=O)c1ccc(N2CCN(C(=O)C3CCCN(S(=O)(=O)c4cnc[nH]4)C3)CC2)cc1 (stereo not drawn) | 1.2 | -0.79 | 6 | -0.44 | 12% | -14 | 0.9 | 0 | 17 |
| CC1CN(C(=O)CCn2c(=O)oc3ccccc32)CC(C)O1 (stereo not drawn) | 1.1 | 0.045 | 0 | -0.5 | 4% | -23 | 0.9 | 5 | -18 |
| Cn1c(=O)c2c(nc(NCc3ccc4c(c3)OCO4)n2C)n(C)c1=O | 1.1 | 0.43 | -8 | -0.48 | 2% | -2 | 0.8 | 13 | 0 |
| COc1ccc(C2C(C#N)=C(N)Oc3n[nH]c(C)c32)cc1CSc1ccccn1 (stereo not drawn) | 1.1 | 1.2 | 3 | 0.14 | 4% | 9 | 0.9 | 8 | 2 |
| CC(=O)Nc1ccc(S(=O)(=O)N2CCSCC2)cc1 | 1.1 | -0.075 | 3 | 0.37 | 6% | -9 | 1 | / | / |
| COc1cc2ccccc2cc1C(=O)Nc1ccccc1N1CCN(S(C)(=O)=O)CC1 | 1.8 | -0.36 | -4 | 0.85 | 0% | 15 | 0.9 | 23 | 24 |
| O=C(C1CCN(S(=O)(=O)c2ccc(F)cc2)CC1)N1CCOCC1 | 1.1 | 0.9 | 2 | 0.8 | 4% | -10 | 0.9 | 1 | -6 |
| O=C(Nc1ccc(CN2CCOCC2)cc1)c1cc2ccccc2o1 | 1.1 | 0.52 | -1 | 0.087 | 1% | -1 | 0.9 | 86* | 10 |
| Cc1csc(SCCn2c(Br)nc3c2c(=O)[nH]c(=O)n3C)n1 | 1.1 | 0.3 | 6 | -0.069 | 2% | 1 | 0.9 | 14 | -14 |
| Cc1nnc(SC(=O)N2c3ccccc3Sc3ccccc32)s1 | 1.1 | -1.6 | 6 | -0.78 | 4% | 69* | 0.9 | -65 | -71 |
| COc1ccccc1NC(=O)Cc1noc(CN(C)Cc2cccs2)n1 | 1.2 | 0.75 | 5 | -0.027 | 6% | 10 | 0.9 | -3 | 2 |
| COC(=O)CC1C(=O)NCCN1C(=O)c1ccccc1 (stereo not drawn) | 1.1 | -0.16 | -4 | -1.3 | 0% | -13 | 1 | -11 | -11 |
| Clc1ccc(COn2nnc3ccccc32)c(Cl)c1 | 1.1 | 0.42 | 11 | 0.93 | 4% | 10 | 0.9 | 36 | 38 |
| Cc1cc(C)nc(N(C#N)CC(=O)c2ccccc2)n1 | 1.1 | -0.18 | 11 | 0.73 | 5% | -3 | 1 | 13 | 13 |
| C(=N\c1nc2ccccc2n1CCN1CCOCC1)/c1cccs1 | 1.1 | 0.24 | 2 | -0.48 | 5% | -20 | 0.9 | 8 | -12 |

3 entries from above, arranged by length of the SMILES, smallest number first:
| canonical_smiles | Autofluor 339 | M1 antag | E coli RNAP | M1 ag | NADH enzymes | Ecoli tolC | TNAP act mid DEA | SF-1 act | RORA act |
| --- | --- | --- | --- | --- | --- | --- | --- | --- | --- |
| COC(=O)CC1C(=O)NCCN1C(=O)c1ccccc1 (stereo not drawn) | 1.1 | -0.16 | -4 | -1.3 | 0% | -13 | 1 | -11 | -11 |
| Cc1csc(SCCn2c(Br)nc3c2c(=O)[nH]c(=O)n3C)n1 | 1.1 | 0.3 | 6 | -0.069 | 2% | 1 | 0.9 | 14 | -14 |
| O=C(C1CCN(S(=O)(=O)c2ccc(F)cc2)CC1)N1CCOCC1 | 1.1 | 0.9 | 2 | 0.8 | 4% | -10 | 0.9 | 1 | -6 |

Other results:
| canonical_smiles | Autofluor 339 | M1 antag | E coli RNAP | M1 ag | NADH enzymes | Ecoli tolC | TNAP act mid DEA | SF-1 act | RORA act |
| --- | --- | --- | --- | --- | --- | --- | --- | --- | --- |
| Cn1c(=O)c2c(nc(CN3CCN(C(=O)c4ccco4)CC3)n2CCc2ccccc2)n(C)c1=O | 1.1 | -0.012 | 5 | -0.86 | 10% | / | 1 | 3 | -4 |
| COC(=O)CSc1nc2c(c(-c3ccco3)c1C#N)CCCC2 | 1.2 | 0.85 | 5 | -0.18 | 9% | 25 | 0.9 | 12 | -13 |
| COc1cc(C(=O)Nc2cnc(NC(=O)C(C)C)cc2C)cc(OC)c1OC | 1.1 | 0.039 | 5 | -1.1 | 7% | -7 | 0.9 | -4 | 6 |
| Cc1cccc(N2CCN(S(C)(=O)=O)CC2)c1C | 1.1 | 0.097 | 3 | 0.88 | 8% | 12 | 1 | -6 | 6 |
| O=C(CSc1nnc2scc(-c3ccccc3)n12)Nc1nsc(-c2ccccc2)n1 | 1.1 | 0.17 | 7 | 0.77 | 1% | 62* | 0.8 | 2 | 5 |
| Cn1c(=O)c2nc(Cl)n(Cc3ccc(Cl)cc3Cl)c2n(C)c1=O | 0.99 | -0.0036 | 10 | -0.023 | 5% | -5 | 0.9 | -4 | -2 |
| COc1ccccc1-n1c(CNC(=O)c2ccco2)nnc1SCC(=O)Nc1cc(C)ccc1C | 1 | 0.2 | -2 | -0.24 | 8% | -6 | 0.9 | 5 | -14 |
| Cc1cc(C)cc(Nc2ncc3c(n2)CCCC3=O)c1 | 1.1 | 0.36 | 3 | -0.14 | 4% | -5 | 1 | 9 | 15 |
| O=C(Nc1cccnc1)c1cc(-c2ccco2)on1 | 1.1 | -1.3 | 0 | -0.95 | 5% | -18 | 0.9 | -12 | -2 |
| Cc1cccc(C)c1N1C(=O)CC(N(O)c2ccccc2)C1=O (stereo not drawn) | 0.74 | 0.35 | 6 | -0.45 | 14% | 1 | 0.9 | -8 | -15 |
| CC(NS(C)(=O)=O)C(c1cccs1)N1CCN(c2ccc(F)cc2)CC1 (stereo not drawn) | 1.1 | 0.39 | -3 | 0.82 | 1% | 12 | 1 | 8 | -15 |
| CN(C(=O)c1ccncc1)c1nnc(-c2cnccn2)s1 | 1.1 | 1 | 2 | -1.6 | 7% | -13 | 0.9 | 13 | 14 |
| Cc1nc(-n2cc(F)c(=O)[nH]c2=O)c2nc(C)oc2n1 | 0.95 | 1.1 | 9 | 0.008 | 10% | -17 | 0.9 | 1 | -3 |
| CCOC(=O)N1CCC(NC(=O)C2CCN(S(=O)(=O)c3c(C)noc3C)CC2)CC1 | 1.1 | -0.53 | -3 | -1.3 | 2% | -6 | 1 | 1 | -6 |
| CC(=O)Nc1nonc1NC(C)=O | 1 | 0.0066 | 6 | -0.12 | 4% | -24 | 1 | -7 | -5 |
| Cc1ccc(OCC(=O)Nc2ccc3c(c2)nc2n3CCOC2)cc1 | 1.1 | -0.063 | 7 | 0.0069 | 0% | -12 | 0.9 | -7 | -10 |
| O=S(=O)(c1ccc(F)cc1)c1nc(-c2ccc(F)cc2)oc1NCCN1CCOCC1 | 1.1 | / | 7 | / | 5% | 9 | 0.9 | -16 | -25 |
| O=C1c2ccccc2S(=O)(=O)N1CCOc1ccc(F)cc1 | 1 | 0.12 | -4 | -0.2 | 3% | 13 | 0.9 | 21 | 25 |
| Cn1c(=O)[nH]c(=O)c2[nH]c(NCCCN3CCOCC3)nc21 | 1.1 | 0.17 | 3 | -0.48 | 3% | -9 | 0.9 | 21 | 19 |
| COCCCNC(=O)c1cc(OC)c(OC)c(OC)c1 | 1.1 | 0.36 | -3 | 0.33 | 1% | -9 | 0.9 | -9 | -14 |
| CCOC(=O)C1CCCN(c2ccc(NC(=O)c3snc4c(=O)[nH]cnc34)cc2)C1 (stereo not drawn) | 1 | -0.013 | 13 | -0.61 | 6% | -2 | 0.9 | 8 | 1 |
| O=C(Nc1ccccn1)c1cc(-n2cnnc2)ccc1Cl | 1.1 | -0.38 | 7 | -0.018 | 6% | -8 | 0.9 | 5 | -26 |
| COc1ccc(OC)c(S(=O)(=O)Nc2ccc(O)c3ccccc23)c1 | 1.1 | 0.49 | 28* | 0.59 | 5% | 9 | 0.7 | -22 | -28 |
